T cruzi intra = intracellular Trypanosoma cruzi inhibition; intracellular Trypanosoma cruzi in host cells, plate reader; activity score (inhibition), % at 5.01 µM; hit rate 4.9% among 22,000; in the data active means activity score above about 55%;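 further: parasites and compound incubated about four days before reading; 0% = median of neutral control wells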
INS-1E rescue = rescue of cytokine-induced death in INS-1E beta cells. INS-1E cytokine-induced death, ATP luminescence, 48 h; normalised: neutral wells 0, positive control 100. protection from cytokine-induced ATP loss, % at 10 µM. hit rate 0.1% among 20,000;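 active means mean replicate protection from cytokine-induced ATP loss at least 50% and at least 75% of replicates each reaching 50%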
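Assay system: INS-1E rat cells / Quantity: 8000 cells per well / Medium: RPMI without phenol red, 5% FBS / Probe or stimulus: three-cytokine cocktail (IFN-γ, TNF-α, IL-1β) / Dosing: one compound concentration, pin transfer / Timing: 48 h co-treatment, 10 min post-lysis read / Technique: CellTiter-Glo luminescence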
Starred values were filed as active, the others as inactive; nt = no result given.

SMILES	T cruzi intra	INS-1E rescue
COc1ccc(CN(C)C[C@@H]2Oc3c(NS(=O)(=O)c4ccc(F)cc4)cccc3C(=O)N([C@H](C)CO)C[C@@H]2C)cc1	6	5
Cc1cc(C(=O)Nc2cccc3c2O[C@H](CN(C)S(=O)(=O)c2ccc(F)cc2)[C@@H](C)CN([C@H](C)CO)C3=O)n(C)n1	-1	15
C[C@H]1CN([C@@H](C)CO)C(=O)c2cccc(NC(=O)Nc3ccc(C(F)(F)F)cc3)c2O[C@H]1CN(C)C(=O)Nc1ccccc1	13	-84
Cc1ccc(S(=O)(=O)N(C)C[C@@H]2OCCCC[C@@H](C)Oc3ccc(NC(=O)C4CCCCC4)cc3C(=O)N([C@H](C)CO)C[C@@H]2C)cc1	35	-4
C[C@@H]1CN([C@@H](C)CO)C(=O)c2cccc(NC(=O)Nc3ccc(C(F)(F)F)cc3)c2O[C@H]1CN(C)S(=O)(=O)c1cn(C)cn1	23	7
COc1ccc(NC(=O)Nc2ccc3c(c2)C(=O)N([C@H](C)CO)C[C@H](C)[C@H](CN(C)Cc2ccccc2)O3)cc1	0	-20
C[C@H](CO)N1C[C@H](C)[C@H](CN(C)S(=O)(=O)c2ccc(Cl)cc2)Oc2c(NC(=O)C3CC3)cccc2C1=O	-7	4
CNC[C@@H]1Oc2ccc(NC(=O)NC3CCCCC3)cc2C(=O)N([C@@H](C)CO)C[C@H]1C	-7	2
C[C@@H]1CN([C@H](C)CO)C(=O)Cc2cc(NC(=O)CCN3CCOCC3)ccc2O[C@H]1CN(C)S(=O)(=O)c1ccccc1	-12	6
C[C@@H]1CCCCO[C@@H](CN(C)C(=O)Cc2ccccc2)[C@@H](C)CN([C@H](C)CO)C(=O)c2cc(NS(C)(=O)=O)ccc2O1	-50	12
CNC[C@H]1Oc2c(NC(=O)Nc3c(C)noc3C)cccc2C(=O)N([C@H](C)CO)C[C@H]1C	-8	7
C[C@H](CO)N1C[C@H](C)[C@H](CN(C)Cc2ccc(Cl)c(Cl)c2)Oc2c(NC(=O)Nc3ccccc3)cccc2C1=O	16	-46
C[C@@H]1CN([C@H](C)CO)C(=O)c2cc(NC(=O)Cn3cnnn3)ccc2O[C@H]1CN(C)Cc1ccc(C(=O)Nc2ccccc2N)cc1	29	-12
COc1ccc(S(=O)(=O)N(C)C[C@@H]2Oc3ccc(NC(=O)CCC(F)(F)F)cc3C(=O)N([C@H](C)CO)C[C@H]2C)cc1	-7	-10
C[C@@H]1CN([C@H](C)CO)C(=O)CCCn2nncc2CO[C@H]1CN(C)C(=O)Nc1ccnc(N2CCOCC2)c1	-5	nt
COc1ccc(S(=O)(=O)Nc2cccc3c2O[C@H](CN(C)S(=O)(=O)c2ccccc2)[C@@H](C)CN([C@@H](C)CO)C3=O)cc1	10	1
COc1ccc(S(=O)(=O)N(C)C[C@H]2Oc3ccc(NC(=O)Nc4ccc(C(F)(F)F)cc4)cc3CC(=O)N([C@@H](C)CO)C[C@H]2C)cc1	65*	-12
C[C@@H]1CN([C@@H](C)CO)C(=O)CCCn2nncc2CO[C@H]1CN(C)Cc1cccc(O)c1	-11	nt
C[C@H](CO)N1C[C@H](C)[C@H](CN(C)C(=O)Nc2ccc(F)cc2)Oc2c(NC(=O)c3cnccn3)cccc2C1=O	11	8
CNC[C@@H]1OCCCC[C@@H](C)Oc2ccc(NC(=O)Nc3cccc4ccccc34)cc2C(=O)N([C@H](C)CO)C[C@@H]1C	-13	8
CC(C)NC(=O)Nc1ccc2c(c1)C(=O)N([C@H](C)CO)C[C@@H](C)[C@@H](CN(C)C(=O)NC1CCCCC1)O2	3	1
Cc1noc(C)c1NC(=O)Nc1ccc2c(c1)CC(=O)N([C@@H](C)CO)C[C@H](C)[C@@H](CN(C)S(=O)(=O)c1cccs1)O2	-12	5
C[C@@H]1CN([C@H](C)CO)C(=O)Cc2cc(NC(=O)Cc3ccccc3)ccc2O[C@@H]1CN(C)C	-21	5
CC(C)NC(=O)N(C)C[C@@H]1Oc2ccc(NS(C)(=O)=O)cc2CC(=O)N([C@H](C)CO)C[C@H]1C	-12	10
C[C@@H]1CN([C@@H](C)CO)C(=O)c2cc(NS(C)(=O)=O)ccc2O[C@H]1CN(C)Cc1ccc(C(=O)Nc2ccccc2N)cc1	1	-3
C[C@H]1CN([C@@H](C)CO)C(=O)c2cc(NC(=O)Cc3cn(C)c4ccccc34)ccc2O[C@H]1CN(C)Cc1ccc(C(=O)O)cc1	-5	5
C[C@H](CO)N1C[C@H](C)[C@H](CN(C)Cc2ccc3c(c2)OCO3)Oc2ccc(NC(=O)CCN3CCOCC3)cc2C1=O	-10	-3
C[C@@H]1CN([C@@H](C)CO)C(=O)c2cccc(NC(=O)Nc3ccc4c(c3)OCO4)c2O[C@H]1CN(C)S(=O)(=O)c1ccccc1	47	-5
C[C@@H]1CN([C@H](C)CO)C(=O)c2cccc(NC(=O)C3CCCCC3)c2O[C@@H]1CN(C)S(=O)(=O)c1ccc(F)cc1	-10	-1
C[C@@H]1CN([C@H](C)CO)C(=O)c2cc(NS(=O)(=O)c3cn(C)cn3)ccc2O[C@H]1CN(C)C(=O)Nc1ccccc1	-11	8
C[C@@H]1CN([C@H](C)CO)C(=O)c2cccc(NC(=O)Nc3ccc(F)cc3)c2O[C@H]1CN(C)C	4	5
COc1ccc(CN(C)C[C@H]2Oc3ccc(NC(=O)CCN4CCOCC4)cc3C(=O)N([C@@H](C)CO)C[C@@H]2C)cc1	-1	-2
C[C@H]1CN([C@@H](C)CO)C(=O)CCCn2nncc2CO[C@H]1CN(C)S(=O)(=O)c1ccccc1	-7	nt
Cc1noc(C)c1NC(=O)Nc1ccc2c(c1)C(=O)N([C@@H](C)CO)C[C@H](C)[C@@H](CN(C)C(=O)NC(C)C)O2	-8	4
C[C@H]1CN([C@@H](C)CO)C(=O)c2cccc(NC(=O)C3CCCCC3)c2O[C@@H]1CN(C)CC1CCCCC1	43	-33
Cc1cc(C(=O)Nc2cccc3c2O[C@@H](CN(C)C(=O)Nc2c(C)noc2C)[C@H](C)CN([C@H](C)CO)C3=O)n(C)n1	-26	6
Cc1noc(C)c1NC(=O)N(C)C[C@H]1OCCCC[C@@H](C)Oc2ccc(NC(=O)c3ccncc3)cc2C(=O)N([C@H](C)CO)C[C@@H]1C	-5	4
C[C@@H]1CN([C@@H](C)CO)C(=O)c2cc(NC(=O)CCN3CCOCC3)ccc2O[C@@H]1CN(C)Cc1ccc(C(=O)Nc2ccccc2N)cc1	2	0
C[C@@H]1CN([C@H](C)CO)C(=O)CCCn2cc(nn2)CO[C@H]1CN(C)S(=O)(=O)c1cccc(C#N)c1	-2	nt
C[C@H]1CN([C@@H](C)CO)C(=O)c2cccc(NS(C)(=O)=O)c2O[C@H]1CN(C)S(=O)(=O)c1cn(C)cn1	-29	3
Cc1ccc(S(=O)(=O)N(C)C[C@H]2Oc3ccc(NC(=O)NC(C)C)cc3C(=O)N([C@H](C)CO)C[C@@H]2C)cc1	-5	4
COc1ccc(S(=O)(=O)Nc2ccc3c(c2)C(=O)N([C@H](C)CO)C[C@H](C)[C@@H](CN(C)CC2CC2)OCCCC[C@@H](C)O3)cc1	2	-5
C[C@H](CO)N1C[C@H](C)[C@H](CN(C)C(=O)Nc2ccc(C(F)(F)F)cc2)Oc2c(NS(=O)(=O)c3cn(C)cn3)cccc2C1=O	-11	-3
COc1ccc(NC(=O)Nc2ccc3c(c2)C(=O)N([C@@H](C)CO)C[C@H](C)[C@@H](CN(C)C(=O)Nc2ccc(C(F)(F)F)cc2)O3)cc1	-17	0
C[C@H](CO)N1C[C@H](C)[C@H](CN(C)C(=O)NC2CCCCC2)Oc2c(NS(=O)(=O)c3ccc(Cl)cc3)cccc2C1=O	-46	2
Cc1noc(C)c1NC(=O)Nc1cccc2c1O[C@@H](CN(C)C)[C@@H](C)CN([C@@H](C)CO)C2=O	-19	7
COc1ccccc1S(=O)(=O)N(C)C[C@@H]1OCc2cnnn2CCCC(=O)N([C@H](C)CO)C[C@H]1C	-6	nt
C[C@H](CO)N1C[C@H](C)[C@H](CN(C)C(=O)Nc2cccc3ccccc23)Oc2ccc(N(C)C)cc2CC1=O	3	5
C[C@H](CO)N1C[C@H](C)[C@@H](CN(C)Cc2ccc(Cl)c(Cl)c2)Oc2c(NC(=O)c3ccncc3)cccc2C1=O	78*	-14
C[C@H]1CN([C@@H](C)CO)C(=O)c2cc(NC(=O)CCCN(C)C)ccc2O[C@H]1CN(C)Cc1ccncc1	8	nt

9 structures already listed, arranged by count of non-hydrogen atoms, descending.
SMILES	T cruzi intra	INS-1E rescue
C[C@@H]1CN([C@@H](C)CO)C(=O)c2cc(NC(=O)CCN3CCOCC3)ccc2O[C@@H]1CN(C)Cc1ccc(C(=O)Nc2ccccc2N)cc1	2	0
COc1ccc(NC(=O)Nc2ccc3c(c2)C(=O)N([C@@H](C)CO)C[C@H](C)[C@@H](CN(C)C(=O)Nc2ccc(C(F)(F)F)cc2)O3)cc1	-17	0
COc1ccc(S(=O)(=O)Nc2ccc3c(c2)C(=O)N([C@H](C)CO)C[C@H](C)[C@@H](CN(C)CC2CC2)OCCCC[C@@H](C)O3)cc1	2	-5
C[C@H](CO)N1C[C@H](C)[C@H](CN(C)C(=O)NC2CCCCC2)Oc2c(NS(=O)(=O)c3ccc(Cl)cc3)cccc2C1=O	-46	2
C[C@H](CO)N1C[C@H](C)[C@@H](CN(C)Cc2ccc(Cl)c(Cl)c2)Oc2c(NC(=O)c3ccncc3)cccc2C1=O	78*	-14
Cc1ccc(S(=O)(=O)N(C)C[C@H]2Oc3ccc(NC(=O)NC(C)C)cc3C(=O)N([C@H](C)CO)C[C@@H]2C)cc1	-5	4
C[C@H]1CN([C@@H](C)CO)C(=O)c2cc(NC(=O)CCCN(C)C)ccc2O[C@H]1CN(C)Cc1ccncc1	8	nt
C[C@H]1CN([C@@H](C)CO)C(=O)c2cccc(NS(C)(=O)=O)c2O[C@H]1CN(C)S(=O)(=O)c1cn(C)cn1	-29	3
Cc1noc(C)c1NC(=O)Nc1cccc2c1O[C@@H](CN(C)C)[C@@H](C)CN([C@@H](C)CO)C2=O	-19	7

The listing picks up, starting 2 compounds before the break.
SMILES	T cruzi intra	INS-1E rescue
C[C@H](CO)N1C[C@H](C)[C@@H](CN(C)Cc2ccc(Cl)c(Cl)c2)Oc2c(NC(=O)c3ccncc3)cccc2C1=O	78*	-14
C[C@H]1CN([C@@H](C)CO)C(=O)c2cc(NC(=O)CCCN(C)C)ccc2O[C@H]1CN(C)Cc1ccncc1	8	nt
COc1ccccc1CN(C)C[C@H]1OCc2cn(nn2)CCCC(=O)N([C@@H](C)CO)C[C@H]1C	-14	nt
C[C@H](CO)N1C[C@H](C)[C@H](CN(C)C(=O)Nc2ccccc2)Oc2ccc(NS(=O)(=O)c3ccc(Cl)cc3)cc2C1=O	5	nt
C[C@H]1CN([C@@H](C)CO)C(=O)Cc2cc(NC(=O)Nc3ccccc3)ccc2O[C@@H]1CN(C)S(=O)(=O)c1cn(C)cn1	-18	0
C[C@@H]1CN([C@H](C)CO)C(=O)c2cc(NC(=O)C3CCCCC3)ccc2O[C@H]1CN(C)C(=O)NC1CCCCC1	-27	4
Cc1ccc(S(=O)(=O)Nc2ccc3c(c2)C(=O)N([C@H](C)CO)C[C@H](C)[C@H](CN(C)Cc2ccc(Cl)c(Cl)c2)OCCCC[C@@H](C)O3)cc1	77*	-45
C[C@@H]1CN([C@@H](C)CO)C(=O)c2cc(NC(=O)Nc3ccc(F)cc3)ccc2O[C@@H]1CN(C)Cc1ccc(C(F)(F)F)cc1	9	nt
CNC[C@H]1Oc2ccc(NS(=O)(=O)c3cn(C)cn3)cc2CC(=O)N([C@H](C)CO)C[C@H]1C	-7	4
COc1ccc(CN(C)C[C@H]2Oc3ccc(NC(=O)NC(C)C)cc3C(=O)N([C@H](C)CO)C[C@@H]2C)cc1	-1	-3
C[C@@H]1CN([C@H](C)CO)C(=O)Cc2cc(NS(=O)(=O)c3ccc(Cl)cc3)ccc2O[C@@H]1CN(C)CC1CC1	-11	1
C[C@@H]1CN([C@H](C)CO)C(=O)c2cccc(NC(=O)c3cnccn3)c2O[C@@H]1CN(C)Cc1ccc(Oc2ccccc2)cc1	40	-17
CC(C)NC(=O)N(C)C[C@H]1Oc2c(NC(=O)NC3CCCCC3)cccc2C(=O)N([C@@H](C)CO)C[C@H]1C	3	9
C[C@@H]1CN([C@H](C)CO)C(=O)c2cc(NS(=O)(=O)c3ccc(Cl)cc3)ccc2O[C@H]1CN(C)C(=O)NC1CCCCC1	1	-4
C[C@@H]1CN([C@H](C)CO)C(=O)c2cc(NS(=O)(=O)c3ccc(F)cc3)ccc2O[C@H]1CN(C)Cc1ccc2c(c1)OCO2	-2	-4
C[C@H]1CN([C@@H](C)CO)C(=O)c2cc(NS(=O)(=O)c3ccc(F)cc3)ccc2O[C@@H]1CN(C)C(=O)Nc1ccc2c(c1)OCO2	4	nt
C[C@H](CO)N1C[C@H](C)[C@@H](CN(C)C)Oc2c(NS(C)(=O)=O)cccc2C1=O	-26	6
C[C@H]1CN([C@@H](C)CO)C(=O)c2cc(NS(=O)(=O)c3cn(C)cn3)ccc2O[C@H]1CN(C)S(=O)(=O)c1cccs1	-9	-37
C[C@@H]1CN([C@H](C)CO)C(=O)c2cc(NS(=O)(=O)c3ccc(F)cc3)ccc2O[C@@H]1CN(C)Cc1ccc(-c2ccccc2)cc1	12	-50
C[C@H]1CN([C@@H](C)CO)C(=O)Cc2cc(NC(=O)CCN3CCOCC3)ccc2O[C@@H]1CN(C)CC1CCCCC1	-13	3
C[C@@H]1CN([C@@H](C)CO)C(=O)c2cc(NC(=O)Nc3cccc4ccccc34)ccc2O[C@H]1CN(C)Cc1ccc(Oc2ccccc2)cc1	38	-20
Cc1ccc(S(=O)(=O)N(C)C[C@H]2Oc3c(NS(=O)(=O)c4ccc(F)cc4)cccc3C(=O)N([C@@H](C)CO)C[C@H]2C)cc1	17	1
C[C@@H]1CN([C@H](C)CO)C(=O)Cc2cc(NC(=O)C3CC3)ccc2O[C@H]1CN(C)S(=O)(=O)c1ccccc1	-17	2

Screens as filed in PubChem BioAssay.
